P. falciparum M17LAP – P. falciparum M17LAP inhibitors, primary screen, biochemical, fluorogenic H-Leu-NHMec substrate, 1536-well (AID 1619); one-dose inhibition, % at 30 µM; IC50 in µM for titrated hits; recombinant M17LAP, H-Leu-NHMec fluorogenic kinetic assay; higher % means a stronger effect; Leucine aminopeptidase (Plasmodium falciparum (isolate 3D7)); 0.38% of 220,000 active;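 active = compound inhibiting the enzyme by more than half at any dose during confirmatory dose-response retesting; inconclusive = strong single-dose inhibitors picked by rank but not retested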;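 note: plate controls were full reaction with DMSO carrier for no effect and no enzyme background for full effect; strong numbers were not always called active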
human PMI inhibition – inhibitors of human PMI, primary screen, biochemical, fluorescence intensity, coupled assay (AID 1209). inhibition, % at 20 µM; hits with a dose series show IC50 in µM. 0.42% of 190,000 active. Mannose-6-phosphate isomerase (Homo sapiens). purified PMI enzyme, coupled fluorescence intensity; higher % means a stronger effect;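 note: plate controls were DMSO vehicle for no effect and wells lacking substrate for full effect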
CSM14.1 death rescue – rescue of cells from ER stress-induced death, primary screen, 384-well, CSM14.1, thapsigargin, ATP luminescence (AID 1222). CSM14.1 thapsigargin-induced death rescue, ATP luminescence; higher % means a stronger effect. one-dose cellular ATP content (survival), % at 20 µM; EC50 in µM for titrated hits. 190,000 tested, under 10 active;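 active = EC50 below 50 µM in the dose-response confirmation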;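 note: death triggered by thapsigargin at about 15 µM added after 2 h compound pretreatment; cell ATP read after overnight thapsigargin exposure of roughly 18 to 22 hours; normalized against plate controls of thapsigargin alone and 5% DMSO vehicle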
P. falciparum M1AAP – P. falciparum M1AAP inhibitors, biochemical, fluorogenic H-Leu-NHMec substrate, 1536-well (AID 1445); recombinant M1AAP, H-Leu-NHMec fluorogenic kinetic assay; higher % means a stronger effect; Aminopeptidase N (Plasmodium falciparum (isolate 3D7)); inhibition, % at 30 µM, or IC50 in µM where a hit was titrated; 0.42% of 220,000 active;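 active = primary inhibition above the hit cutoff, then over 50% inhibition at one or more dose response concentrations, cut at about 23% in these data, passing the limit was not always enough; inconclusive = conflicting primary data, or primary hits not chosen for dose response; inactive = low primary inhibition, or under 50% at every dose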;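 note: plate controls were DMSO full reaction for no effect and no enzyme background for full effect; strong numbers were not always called active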
TNAP activators – human TNAP enzyme activators, primary screen, biochemical, luminescent, no phosphate acceptor, uHTS (AID 1001); purified TNAP, luminescent activation assay, no phosphate acceptor; higher activation fold means a stronger effect; activation fold at 20 µM, or EC50 in µM where a hit was titrated; 0.03% of 200,000 active; in the data active = activation fold from about 3, or a potency from the dose series; inactive = the rest, 99 in 100 with activation fold below about 1.6; note: many of its hits are not listed in these tables
LYP inhibition – inhibitors of LYP phosphatase, biochemical, fluorescence intensity, uHTS (AID 1779) | Tyrosine-protein phosphatase non-receptor type 22 (Homo sapiens) | recombinant LYP phosphatase, fluorescence intensity; higher % means a stronger effect | inhibition, % at 11.5 µM; hits with a dose series show IC50 in µM | 0.054% of 290,000 active;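 note: plate controls were vehicle with enzyme for no effect and no enzyme for full effect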
Myeloid diff 2 – induction of myeloid progenitor differentiation, primary screen, cell-based, flow cytometry, MLPCN library; ER-HoxA9 myeloid progenitors, lysozyme-GFP differentiation; calls only at 10 µM; 1% of 360,000 active;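 active = normalized GFP-positive differentiation at or above the plate's own cutoff, the solvent-only control mean plus 3 SD; inconclusive = no clear call, values can overlap the other calls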;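 note: cells exposed to compound for four days before flow analysis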
XIAP displacement – XIAP antagonists, biochemical, IAP family, fluorescence polarization (AID 1018); E3 ubiquitin-protein ligase XIAP (Homo sapiens); 0.007% of 200,000 active; XIAP BIR domain, fluorescence polarization peptide displacement; higher % means a stronger effect; displacement, % at 20 µM, or IC50 in µM where a hit was titrated; in the data active = displacement above about 50%; note: a part of the inactive calls stands beside numbers as strong as those of hits
human PMI inhibitors – human PMI inhibitors, high substrate, primary screen, biochemical, fluorescence intensity, high mannose 6-phosphate (AID 1220); Mannose-6-phosphate isomerase (Homo sapiens); recombinant PMI enzyme, coupled fluorescence intensity; higher % means a stronger effect; inhibition, % at 20 µM; hits with a dose series show IC50 in µM; 0.66% of 190,000 active
Myeloid diff 2 GFP+ MAC1+ % – second read-out of Myeloid diff 2, no call of its own (marks repeat the call); GFP+ MAC1+ double positive, %; measured here: differentiation confirmed by MAC1 staining
Numbers without * were called inactive; i = inactive; ? = inconclusive; . = no result given. Cut-off read from the data, not from the text of the source, unless noted: active = inhibition above about 50%; inactive = the rest. Not a hit list (roughly 2.7% active in at least one column).

SMILES	P. falciparum M17LAP	human PMI inhibition	CSM14.1 death rescue	P. falciparum M1AAP	TNAP activators	LYP inhibition	Myeloid diff 2	Myeloid diff 2 GFP+ MAC1+ %	XIAP displacement	human PMI inhibitors
COCCn1c(=O)[nH]c2cc(C(=O)NCc3cccnc3)ccc2c1=O	-3%	18%	-1.1%	6%	1.1	-3%	i	1.1	0.2%	18%
CC(C)c1ccc(NC(=O)CCNS(=O)(=O)c2cccc3nonc23)cc1	4%	14%	-1.0%	12%	1	-3%	i	0.4	-3.4%	14%
CC(=O)Nc1cc(C(=O)N2CCCC2)ccc1Sc1ccc(Cl)cc1	-3%	-2%	-0.9%	7%	1.1	-5%	i	7.5	-6.2%	-5%
CN(CCC1CCOCC1)Cc1nc(Cc2ccccc2F)no1	8%	14%	0.8%	0%	1	-5%	i	0.5	-4.2%	12%
O=C1NC[C@H](c2ccccc2)N(CCc2cccc(F)c2)C1=O	9%	.	.	4%	.	-7%	i	1.9	.	.
Cc1ccc(S(=O)(=O)NCCC(c2ccc(F)cc2)c2ccco2)cc1 (stereo not drawn)	5%	18%	0.8%	3%	1.2	1%	i	0.4	-0.4%	8%
CCOc1ccc(-c2nc(C#N)c(NCC(C)C)o2)cc1	15%	-1%	-2.3%	-1%	1.1	-10%	i	0.5	0.5%	0%
Cc1ccc(C2C(C=Nc3c(C)n(C)n(-c4ccccc4)c3=O)=C(c3ccccc3)Oc3ccccc32)cc1 (stereo not drawn)	0%	5%	11%	5%	1	-2%	i	0.3	-0.8%	8%
C=CCOc1ccc(CNCCO)cc1OCC	-1%	3%	4.6%	2%	1.2	-4%	i	0.4	-9.2%	-7%
CCc1nnc(NC(=O)C2CCN(S(=O)(=O)Cc3ccccc3)CC2)s1	-5%	5%	2.4%	1%	1	-5%	i	0.7	-3.2%	1%
O=C(CSc1cccc2cccnc12)NCc1ccco1	6%	-6%	3.2%	12%	1.1	-1%	i	1.5	-1.5%	-7%
CC(=O)Nc1ccc(NC2=C/C(=N/S(=O)(=O)c3cccs3)c3ccccc3C2=O)cc1	32%	8%	-3.6%	5%	0.8	5%	?	.	-1.3%	54%*
CCn1cc(CN2CCN(CCc3ccccc3)C(CCO)C2)c(C)n1 (stereo not drawn)	5%	2%	-2.1%	3%	1.1	-5%	i	0.2	-2.1%	0%
CCOC(=O)c1ccc(/C=C2/C=C(c3ccccc3)N(c3ccc(Cl)c(C(=O)O)c3)C2=O)cc1	29µM*	6%	-0.3%	22%	0.9	8%	i	1.2	0.3%	-27%
CS(=O)(=O)N(CC(=O)NCc1ccco1)c1cccc([N+](=O)[O-])c1	-2%	8%	-0.4%	1%	1.1	-7%	i	0.5	-0.5%	13%
CCOc1ccccc1OCC(=O)Nc1ccc(S(=O)(=O)Nc2nc(C)cc(C)n2)cc1	13%	3%	1.3%	19%	1.1	-8%	i	1.4	-5.5%	4%
CC(=O)OCc1cc(-c2nc3ccccc3[nH]c2=O)nn1-c1ccc(Cl)cc1	1%	.	.	4%	.	-3%	i	0.3	.	.
CCC1(C(=O)OC)NC(c2ccco2)C2C(=O)N(c3ccc(F)cc3)C(=O)C21 (stereo not drawn)	7%	10%	0.2%	4%	1	-3%	i	0.2	-0.9%	11%
Cc1cc(Nc2cccc(Cl)n2)n(-c2ccccc2)n1	-4%	19%	-0.4%	2%	0.9	-2%	i	0.6	-5.2%	10%
O=C1OC(c2ccccc2)=N/C1=C\C=C\c1ccco1	.	6%	-0.9%	.	1.1	7%	i	0.7	-2.2%	5%
Cc1c(Cl)cccc1Nc1nc(N)nc(CSCCO)n1	3%	6%	0.1%	8%	1.1	-5%	i	0.7	-3.5%	-1%
Cc1ccc(CCNC(=O)C2CC(c3cccc(F)c3)=NO2)cc1 (stereo not drawn)	-6%	.	.	-3%	.	-10%	i	1.5	.	.
N#C/C(=C/c1cn(-c2ccccc2)nc1-c1cccc(OCc2ccc(F)cc2)c1)C(=O)NCCCn1ccnc1	7%	-11%	-3.2%	5%	1	-8%	i	0.4	-16%	1%
COc1ccc(/C(=C/Nc2cccc(Br)c2)C(C)=O)cc1OC	-6%	1%	0.7%	-7%	1.1	5%	i	0.6	-1.0%	4%
COc1cc(OC)cc(-c2nnc(SCC(=O)Nc3ccc(C(=O)O)cc3)s2)c1	10%	-15%	0.3%	2%	1.1	0%	i	0.4	-2.5%	12%
CN1CCN(c2ncc3c(n2)CC(c2ccccc2F)CC3=O)CC1 (stereo not drawn)	7%	.	.	1%	.	-4%	i	0.4	.	.
Cc1ccc(NCN2C(=O)C(=O)c3ccccc32)nc1	3%	11%	-2.6%	0%	1.1	1%	?	.	-8.7%	14%
CCOc1ccc(-c2nc(CSc3nncs3)cs2)cc1OC	7%	-2%	-1.5%	10%	1.1	-1%	i	0.5	-2.5%	2%
CC/C(=C\C(=O)c1ccncc1)Nc1ccc(Br)cc1	-4%	2%	-1.7%	2%	1.1	-3%	i	0.6	-0.7%	0%
O=C(Nc1ccc(Cc2ccncc2)cc1)c1ccc(Cl)c([N+](=O)[O-])c1	3%	16%	3.5%	-5%	1.1	-2%	i	1.1	-5.6%	14%
COC(=O)c1c(NC(=O)CN2CCN(Cc3ccc4c(c3)OCO4)CC2)sc(C)c1C	-6%	8%	5.8%	11%	1.2	-8%	i	2.9	-1.1%	6%
Cc1ccccc1S(=O)(=O)Nc1nc2ccccc2nc1N1CCOCC1	17%	15%	0.8%	14%	1	8%	i	0.7	-10%	13%
COc1ccc(CN2C(=O)c3ccccc3C2C(=O)NCC2CCCO2)c(OC)c1 (stereo not drawn)	-1%	6%	-0.3%	-2%	1.1	1%	i	1.0	-4.7%	8%
Nc1nc(-c2ccccc2)c(-c2ccccc2)o1	-1%	.	.	0%	.	-4%	i	0.9	.	.
COc1ccc(/C=C/C(=O)NC(=S)Nc2ccccc2C(=O)NC2CCCCC2)cc1	-7%	4%	-1.7%	11%	1	-2%	.	.	-7.1%	0%
CCc1ccc(NC(=S)Nc2cccc(OC)c2)cc1	2%	13%	-1.7%	2%	1	-12%	i	1.2	-6.1%	14%
Cc1[nH]c2ccccc2c1/C=N/NC(=O)c1cc(C(C)C)[nH]n1	10%	.	.	7%	.	2%	i	1.3	.	.
Cc1ccc2[nH]c3c(c2c1)CCNC3=O	-2%	-7%	-1.0%	11%	1.1	-4%	i	0.4	-12%	-5%
Cc1cc(NS(=O)(=O)c2ccc(NC(NC(=O)C(C(F)(F)F)C(F)(F)F)(C(F)(F)F)C(F)(F)F)cc2)no1	17%	-14%	-1.1%	8%	1.1	-3%	i	0.7	3.2%	-8%
O=C(CSc1nnc(COc2cccc3ccccc23)o1)N1c2ccccc2CCc2ccccc21	1%	12%	-0.2%	-2%	1.1	-4%	i	0.7	-2.1%	6%

Two of the compounds above, as comma-separated lines.
Compound,P. falciparum M17LAP,human PMI inhibition,CSM14.1 death rescue,P. falciparum M1AAP,TNAP activators,LYP inhibition,Myeloid diff 2,Myeloid diff 2 GFP+ MAC1+ %,XIAP displacement,human PMI inhibitors
CCc1ccc(NC(=S)Nc2cccc(OC)c2)cc1,2%,13%,-1.7%,2%,1,-12%,i,1.2,-6.1%,14%
Cc1[nH]c2ccccc2c1/C=N/NC(=O)c1cc(C(C)C)[nH]n1,10%,.,.,7%,.,2%,i,1.3,.,.

New compounds follow
SMILES	P. falciparum M17LAP	human PMI inhibition	CSM14.1 death rescue	P. falciparum M1AAP	TNAP activators	LYP inhibition	Myeloid diff 2	Myeloid diff 2 GFP+ MAC1+ %	XIAP displacement	human PMI inhibitors
COCCNC(=S)N/N=C/c1c(C)[nH]c2ccccc12	14%	9%	0.9%	13%	0.9	4%	i	0.6	-5.8%	-14%
O=C1c2ccccc2NC(c2cccs2)N1NS(=O)(=O)c1ccccc1 (stereo not drawn)	-4%	1%	-7.2%	-3%	1.1	-7%	i	0.4	-2.0%	2%
CC1CCC2C(=O)N(c3ccccc3OC(=O)c3ccccc3F)C(=O)C2C1 (stereo not drawn)	-3%	1%	-2.6%	0%	0.9	-6%	i	0.6	-0.8%	1%
CCOC(=O)c1[nH]c2ccccc2c1NC(=S)Nc1ccccc1	6%	-1%	-1.5%	5%	1	-3%	i	1.9	-8.0%	-3%
O=C(NCCCN1CCOCC1)c1cn(-c2ccccc2)nc1-c1cccs1	7%	-10%	-0.6%	0%	1.3	-4%	i	0.2	-1.8%	-12%
COC(=O)CNC(=O)C1CCN(C(=O)OCc2ccccc2)CC1	-2%	5%	1.2%	3%	1	-1%	i	0.6	-3.5%	6%
O=C(NCC1CCCO1)C(c1cccs1)N(C(=O)c1ccc(CN2CCOCC2)o1)c1ccc(Cl)cc1 (stereo not drawn)	11%	3%	-1.6%	7%	1	7%	i	0.9	-0.3%	-5%
CN(CCO)CC(O)Cn1cnc2c1c(=O)n(C)c(=O)n2C (stereo not drawn) (tested in a mixture with another compound)	12%	0%	4.2%	10%	1.1	-6%	i	1.0	-4.8%	9%
O=C(CSc1nc2ccccc2c(=O)n1-c1ccccc1)NCc1ccco1	-1%	-1%	-0.4%	7%	1.1	-7%	i	0.4	-6.7%	2%
CN(C)CCNC(=O)c1cc2c(s1)-c1ccccc1OC2	i	-2%	-1.6%	18%	1.1	-37%	i	3.2	-4.6%	-10%

Among those listed so far, these contain an aryl methoxy group.
SMILES	P. falciparum M17LAP	human PMI inhibition	CSM14.1 death rescue	P. falciparum M1AAP	TNAP activators	LYP inhibition	Myeloid diff 2	Myeloid diff 2 GFP+ MAC1+ %	XIAP displacement	human PMI inhibitors
COc1ccc(/C(=C/Nc2cccc(Br)c2)C(C)=O)cc1OC	-6%	1%	0.7%	-7%	1.1	5%	i	0.6	-1.0%	4%
COc1cc(OC)cc(-c2nnc(SCC(=O)Nc3ccc(C(=O)O)cc3)s2)c1	10%	-15%	0.3%	2%	1.1	0%	i	0.4	-2.5%	12%
CCOc1ccc(-c2nc(CSc3nncs3)cs2)cc1OC	7%	-2%	-1.5%	10%	1.1	-1%	i	0.5	-2.5%	2%
COc1ccc(CN2C(=O)c3ccccc3C2C(=O)NCC2CCCO2)c(OC)c1 (stereo not drawn)	-1%	6%	-0.3%	-2%	1.1	1%	i	1.0	-4.7%	8%
COc1ccc(/C=C/C(=O)NC(=S)Nc2ccccc2C(=O)NC2CCCCC2)cc1	-7%	4%	-1.7%	11%	1	-2%	.	.	-7.1%	0%
CCc1ccc(NC(=S)Nc2cccc(OC)c2)cc1	2%	13%	-1.7%	2%	1	-12%	i	1.2	-6.1%	14%
